Assay outcomes: PubChem BioAssay, Broad Institute
miR122 inh: blocks miR-122 activity in Huh7 sensor cells; Huh7 miR-122 Renilla luciferase sensor, 48 h; neutral wells = 0, positive control = 100; activation (reporter increase), % at 12.5 µM; 340,000 tested, 0.3% active; AID 602342;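 active means mean replicate activation score at least 90 and every replicate individually at or above 90; inconclusive means only one of the two criteria met; inactive means neither criterion met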;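 further: higher luciferase means less miR-122 activity so hits act as miR-122 inhibitors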
SIRT5 inh: blocks human SIRT5 desuccinylation of peptide; Purified SirT5, succinyl-peptide AMC, trypsin-coupled fluorescence; inhibition, % at 15 µM; 330,000 tested, 1.1% active; in the data active means inhibition above about 15%; inconclusive means no clear call, values can overlap the other calls
Target sequence (Q9NXA8 whole entry, looked up): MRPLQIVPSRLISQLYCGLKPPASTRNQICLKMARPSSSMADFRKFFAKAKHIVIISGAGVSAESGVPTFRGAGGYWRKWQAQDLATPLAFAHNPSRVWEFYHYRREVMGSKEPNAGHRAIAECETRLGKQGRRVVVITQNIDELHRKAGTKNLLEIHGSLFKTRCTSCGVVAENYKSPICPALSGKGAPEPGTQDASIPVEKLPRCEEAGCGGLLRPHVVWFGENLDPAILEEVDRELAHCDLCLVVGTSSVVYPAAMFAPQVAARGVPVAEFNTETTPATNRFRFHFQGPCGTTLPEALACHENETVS
ERp5 inh: blocks human ERp5 reductase activity on insulin. ERp5 insulin aggregation, absorbance 650 nm, 90 min. inhibition, % at 9.99 µM. 350,000 tested, 0.05% active. AID 651711;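 active means mean replicate inhibition above about 25%, with every replicate also reaching it, limit read from the data, passing the limit was not always enough; inconclusive means only one of those two criteria met; inactive means neither criterion met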
Target sequence (Q15084 whole entry, looked up): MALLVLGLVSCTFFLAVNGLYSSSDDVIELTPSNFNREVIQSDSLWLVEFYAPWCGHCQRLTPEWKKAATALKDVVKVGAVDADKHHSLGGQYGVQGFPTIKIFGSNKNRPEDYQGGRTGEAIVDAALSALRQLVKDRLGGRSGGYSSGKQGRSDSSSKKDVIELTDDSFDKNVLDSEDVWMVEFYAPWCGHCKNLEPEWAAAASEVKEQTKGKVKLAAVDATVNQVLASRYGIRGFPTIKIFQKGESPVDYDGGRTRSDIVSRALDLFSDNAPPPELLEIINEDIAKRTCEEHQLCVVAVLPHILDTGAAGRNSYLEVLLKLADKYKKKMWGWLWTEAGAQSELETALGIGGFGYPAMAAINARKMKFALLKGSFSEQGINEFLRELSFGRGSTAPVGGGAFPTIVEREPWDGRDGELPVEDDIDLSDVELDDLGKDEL
ARNT-TACC3 inh: disrupts binding between human ARNT and TACC3; Q9Y6A5; AlphaScreen His-ARNT PAS-B/GST-TACC3 binding, luminescence; TACC3 fragment carries E629A point mutation; inhibition, % at 9.99 µM; 390,000 tested, 0.66% active; AID 623870;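 active means mean inhibition of replicates at least 50% and at least half of replicates each reaching 50%; inconclusive means half or more replicates reach 50% but mean below 50%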;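 further: 0% = complete ARNT plus TACC3 wells and 100% = ARNT alone without TACC3; many hits fall short of the cut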
Statin myotox sup: protects C2C12 myotubes from simvastatin toxicity | ATP luminescence, 48 h; scaled: DMSO 0, geranylgeraniol control 100 | 330,000 tested, 0.78% active | rescue of ATP level, % at 7.49 µM | AID 602340;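 active means mean ATP rescue above about 67%, or every replicate alone reaching that limit, limit read from the data, passing the limit was not always enough; inconclusive means no clear call, values can overlap the other calls; inactive means mean under the limit and some replicate under it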;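 further: myotubes were challenged with 10 µM simvastatin during compound exposure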
esBAF inh: SWI/SNF esBAF complex inhibition. mouse ES cells, Bmi1-luciferase knock-in reporter, 24 h; 100% = twice the neutral-well signal. 350,000 tested, 2% active. reporter increase, % at 12.5 µM; in the data active means activation above about 40%; inconclusive means no clear call, values can overlap the other calls;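 further: 0% = median of the plate's neutral control wells and 100% = double that signal; a rise in the Bmi1 reporter signal indicates esBAF inhibition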
Cneo AK release: Cryptococcus neoformans lysis via adenylate kinase release | C. neoformans lysis, adenylate kinase release luminescence, 4 h; normalised: neutral wells 0, clomiphene wells 100 | lysis activity, % at 15 µM | 360,000 tested, 0.2% active | AID 651654;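 active means mean lysis activity across replicates of at least 80%, whatever share of replicates individually reach that level; inactive means mean lysis activity below 80%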
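Test system: log-phase Cryptococcus neoformans yeast cells. Input: 5 × 10^6 yeast cells/mL. Medium: fresh YPD growth medium. Doses: single dose. Incubation: static 4 h at 37 °C with compound, 1 h detection. Measured by: luminescent adenylate kinase detection reagent. Read-out: signal increase indicating cell lysis. Benchmarks: Clomiphene.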
Numbers without * were called inactive; ? = inconclusive; · = not tested or not shown; & = joins results of further samples; [ ] = remark or other dose.

SMILES | miR122 inh | SIRT5 inh | ERp5 inh | ARNT-TACC3 inh | Statin myotox sup | esBAF inh | Cneo AK release
Cc1ccc(S(=O)(=O)N(C)c2nc3ccccc3n3c(C(C)C)nnc23)cc1 | -2 | -1 | -2 | 4 | 3 | -9 | -4
CC(C)N1CCc2c(sc(NC(=O)CCS(=O)(=O)c3ccccc3)c2C#N)C1 | -2 | -1 | -5 | 2 | 4 | -1 | 1
N#C[C@H]1[C@H](c2ccc(-c3ccc(F)cc3)cc2)[C@@H](CO)N1c1nc(-c2ccccc2)cs1 | · | 1 | -5 | 38 | -2 | -18 | 2
O=C(N[C@@H](CO)C(=O)NCc1ccccc1)c1ccc(C(F)(F)F)cc1 | -16 | · | -1 | -7 | · | · | 0
Cc1ccc(C2=CC(C)(c3ccc(C)cc3)Nc3nc(C(F)(F)F)nn32)cc1 (configuration not stated) | -2 | -3 | 3 | · | 24 | -2 | -2
CN1c2ccc(-c3cccc(F)c3)cc2[C@H]2[C@H](CCN2C(=O)C2CC2)[C@@H]1CO | 2[16.7 µM] | -3 | 0 | 5 | 2 | -5 | 0
Cc1ccccc1CC(=O)OCC(=O)Nc1ccc(C)c(S(=O)(=O)N2CCCCC2)c1 | -10 | -4 | 1 | -5 | 23 | -9 | 0
C[C@H](CO)N1C[C@H](C)[C@H](CN(C)S(C)(=O)=O)Oc2c(NC(=O)C3CCOCC3)cccc2C1=O | 13[16.7 µM] | -3 | 4 | -1 | 59 | 1 | -5
C[C@@H]1CN([C@H](C)CO)C(=O)c2cccc(NC(=O)c3nc4ccccc4s3)c2O[C@@H]1CN(C)Cc1ccc(Oc2ccccc2)cc1 | -11[16.7 µM] | 4 | 0 | · | 22 | 1 | 6
CN(C)C(=O)[C@@H]1[C@@H](CO)[C@@H]2Cn3c(ccc(C4=CCCC4)c3=O)[C@H]1N2CC1CCCCC1 | -3[16.7 µM] | -7 | -1 | -9 | -5 | -3 | 2
CC(=O)c1ccc(S(=O)(=O)NC2CCSc3ccccc32)cc1 (configuration not stated) | 3 | 3 | 0 | 9 | -1 | 3 | 2
CCOc1cc(N2CCOCC2)c(OCC)cc1NC(=O)COc1cccc(Cl)c1 | -2 | -2 | 0 | -3 | -24 | -4 | 1

Overlap with the part before: 6 compounds, then new ones.
SMILES | miR122 inh | SIRT5 inh | ERp5 inh | ARNT-TACC3 inh | Statin myotox sup | esBAF inh | Cneo AK release
Cc1ccccc1CC(=O)OCC(=O)Nc1ccc(C)c(S(=O)(=O)N2CCCCC2)c1 | -10 | -4 | 1 | -5 | 23 | -9 | 0
C[C@H](CO)N1C[C@H](C)[C@H](CN(C)S(C)(=O)=O)Oc2c(NC(=O)C3CCOCC3)cccc2C1=O | 13[16.7 µM] | -3 | 4 | -1 | 59 | 1 | -5
C[C@@H]1CN([C@H](C)CO)C(=O)c2cccc(NC(=O)c3nc4ccccc4s3)c2O[C@@H]1CN(C)Cc1ccc(Oc2ccccc2)cc1 | -11[16.7 µM] | 4 | 0 | · | 22 | 1 | 6
CN(C)C(=O)[C@@H]1[C@@H](CO)[C@@H]2Cn3c(ccc(C4=CCCC4)c3=O)[C@H]1N2CC1CCCCC1 | -3[16.7 µM] | -7 | -1 | -9 | -5 | -3 | 2
CC(=O)c1ccc(S(=O)(=O)NC2CCSc3ccccc32)cc1 (configuration not stated) | 3 | 3 | 0 | 9 | -1 | 3 | 2
CCOc1cc(N2CCOCC2)c(OCC)cc1NC(=O)COc1cccc(Cl)c1 | -2 | -2 | 0 | -3 | -24 | -4 | 1
C[C@H](CO)N1C[C@H](C)[C@H](CN(C)C(=O)Nc2ccc(C(F)(F)F)cc2)Oc2c(cccc2N(C)C)C1=O | 0[16.7 µM] | 0 | 2 | 19 | 10 | -6 | 47
CN(C)/C=C(\C#N)C(N)=C(C#N)C#N | -7 | 3 | 3 | · | · | · | ·
O=C(c1ccco1)N1CCN(S(=O)(=O)c2ccc(S(=O)(=O)NC3CC3)cc2)CC1 | · | 2 | -4 | -4 | · | · | ·
CN(C(=O)c1cccc(NC(=O)Cc2ccc(NC(=O)C3CCCN(C(=O)c4ccccc4)C3)cc2)c1)C1CCC1 (configuration not stated) | -1 | 2 | 1 | -6 | -13 | 4 | -2
Cc1cc2c(=O)oc(-c3ccccc3Br)nc2s1 | · | -3 | 0 | -1 | · | · | ·
O=C(C1=C[C@H](C2CCCCC2)C[C@H](OCc2ccc(CO)cc2)O1)N1CCN(Cc2ccccc2)CC1 | -1 | -5&8 | 0&-3 | 0 | -1 | 2 | 1&0
CCN(Cc1ccccc1)C(=O)CCCOc1ccccc1 | -4 | · | · | -2 | -2 | ? | -2
Cc1ccc(S(=O)(=O)N2CCN(C(=O)c3ccco3)CC2)cc1C | -15 | -2 | 3 | -6 | -1 | -4 | 1
COC(=O)c1cccc(C(=O)N2CCCC(Nc3ccc4c(c3)OCCO4)C2)c1 (configuration not stated) | 3 | 2 | 2 | 4 | 15 | -5 | -1
Cc1ccc2nc(-c3cccc(SC4CCCCC4)c3)c(NC3CCCCC3)n2c1 | 0 | -9 | 1&-4 | 5 | -7 | -2 | 1
Cc1ccc(C(=O)N2CCN(S(=O)(=O)c3ccc(C)cc3)CC2)cc1 | · | 4 | -1 | -20 | · | · | ·
C=CCN1C(c2cccc(C(F)(F)F)c2)=CS/C1=C(/C#N)c1nnc(N2CCOCC2)n1-c1ccccc1 | 4 | 6 | 2 | 10 | · | · | -3
COc1cccc(/C=C(\C)C(=O)c2c(C)cc(C)[nH]c2=O)c1OC | -2 | 2 | 2 | -5 | 19 | 1 | 2
CC1(C(=O)N2CCN(c3ccccc3)CC2)CC1(Cl)Cl (configuration not stated) | -8 | -1 | 0 | 3 | 10 | -8 | 7
O=C(N[C@@H]1CC[C@H](CCNC(=O)C2CCCC2)O[C@@H]1CO)c1ccccn1 | -8[16.7 µM] | 3 | 0 | -17 | 1 | 1 | -2
CN1OC[C@@H]2CN(Cc3cc(Cl)cc(Cl)c3)[C@H](c3cccc(-c4ccc(C#N)cc4)c3)C[C@@H]21 | 3 | -5 | -10 | · | 22 | -2 | 1
CN(C)c1nc2n(c(=O)n1)CCO2 | · | -2 | -2 | -8 | · | · | ·
CN(CC(=O)Nc1ccc(F)cc1)C(=O)C1CC(=O)N(Cc2ccccc2)C1 (configuration not stated) | -1 | -1 | -1 | 2 | 7 | 5 | -3
C[C@@H]1CCCCO[C@H](CN(C)Cc2ccc3c(c2)OCO3)[C@@H](C)CN([C@@H](C)CO)C(=O)c2cc(NS(=O)(=O)c3ccccc3)ccc2O1 | -10[16.7 µM] | 3 | -6 | 6 | · | 0 | 1
CCc1ccc(S(=O)(=O)NC2CC(C)(C)NC(C)(C)C2)cc1 | · | -1 | -2 | -9 | 0 | 4 | 0
Cc1cccc(NC(=O)NCCCCc2ccccc2)c1 | · | -4 | 8 | -10 | · | · | 1
Oc1ccc(/C=N/Nc2nn3cnnc3c3ccccc23)cc1 | -3 | -1 | 4 | 6 | -9 | -6 | ·
OC(c1ccccc1)c1nccn1Cc1ccccc1 (configuration not stated) | -3 | · | · | -3 | -12 | -7 | -23
CC1CC1C(=O)OCC(=O)c1c(N)n(C)c(=O)n(C)c1=O (configuration not stated) | · | 0 | 1 | -1 | · | · | ·
Cc1ccc(S(=O)(=O)N(C)CC(=O)NNC(=O)CCC(=O)c2ccc(F)cc2)cc1 | 12 | · | 1 | -1 | 6 | -4 | 0
Cc1ccc(-n2cc(CN3CCN(C(=O)c4ncn[nH]4)CC3)c(-c3ccc(F)cc3)n2)cc1 | -8 | 3 | ? | 5 | -7 | 12 | -7
CC(=O)NC[C@H]1[C@H](c2ccc(-c3ccccc3F)cc2)[C@H](CO)N1C(C)=O | 7[16.7 µM] | -3 | 3 | -5 | 11 | 4 | 2
COc1ccc(NC2=NCCCCC2)cc1 | 0 | -1 | 6 | -32 | 3 | 0 | -3
CN1c2ccc(-c3cccc(F)c3)cc2[C@@H]2[C@@H](CCN2S(=O)(=O)c2cccc(F)c2)[C@@H]1CO | 23[16.7 µM] | 10 | 3 | 2 | -18 | 7 | -3
CSc1ncccc1C(=O)N(C)CC(=O)Nc1ccc(Cl)c(C(F)(F)F)c1 | -6 | -1 | -3 | -2 | 0 | -1 | 2
Cc1ccc2[nH]c3c(c2c1)SC(C)(C)CC3=O | · | -7 | -3 | -2 | · | · | 5
O=C(NCc1n[nH]c(=S)n1-c1ccc(Br)cc1)c1cccs1 | · | -2 | 4 | 1 | · | · | ·
CC(C)c1ccc(NC(=O)C2Cc3c(-c4ccc5c(c4)OCO5)ccnc3O2)cc1 (configuration not stated) | -6 | -1 | -1 | · | -5 | 0 | -2
O=C(NCCC(=O)N1CCN(c2ccccc2O)CC1)c1ccc(Br)cc1 | 0 | -3 | -7 | · | 5 | 0 | 2
CN(Cc1ccccc1)C(=O)CCNC(=O)Cn1cnc2ccccc2c1=O | -1 | · | · | 1 | · | · | -2
Cc1ccc(C(O)c2ncc(-c3ccccc3F)[nH]2)c(C)c1 (configuration not stated) | 74 | 2 | 0 | · | 6 | 26 | 0
COc1ccc(CN(C)C[C@H]2Oc3ccc(NC(=O)Nc4ccc(OC)cc4)cc3CC(=O)N([C@@H](C)CO)C[C@@H]2C)cc1 | -4[16.7 µM] | 8 | 2 | 0 | 13 | -2 | 10
Cc1cc(C)c[n+](-c2[nH]c(=O)sc2/C=N/N=C(\[O-])c2cccnc2)c1 | · | 4 | -8 | 14 | 2 | 0 | -2
C[C@H]1CCCCO[C@H](CN(C)Cc2ccc(C(=O)O)cc2)[C@@H](C)CN([C@@H](C)CO)C(=O)c2cc(NC(=O)Nc3ccc(F)cc3)ccc2O1 | 6[16.7 µM] | -3 | 3 | -1 | · | -3 | -2
CCC(CC)C(=O)NCCc1ccc(OC)c(OC)c1 | 1 | · | · | -2 | · | · | 1
COc1ccc(-c2csc(NC(=O)CSc3nc(C)cs3)n2)cc1 | -2 | · | · | 26 | -2 | 28 | -1
C[C@H]1CN([C@@H](C)CO)C(=O)c2ccccc2-c2ccccc2CO[C@@H]1CN(C)S(=O)(=O)c1cn(C)cn1 | · | -2 | 1 | -1 | -13 | -2 | -1
O=C(COC(=O)c1ccco1)NCc1ccc(Cl)cc1Cl | -5 | -5 | 1 | -9 | 1 | -10 | -1
C[C@@H]1CCCCO[C@H](CN(C)C(=O)CCCN(C)C)[C@@H](C)CN([C@@H](C)CO)C(=O)c2cc(NC(=O)Nc3ccc4c(c3)OCO4)ccc2O1 | 4[16.7 µM] | · | · | 13 | · | 3 | 2
CC(C)(C)C(=O)NC(=S)NNC(=O)c1ccncc1 | · | 1 | -5 | -2 | · | 3 | -2
COc1nsnc1NS(=O)(=O)c1ccc(NC(=S)NC(=O)c2cccnc2)cc1 | -2 | 14 | -1 | · | · | · | 3
CCc1nc2c(OCc3ccc(Cl)cc3Cl)cccn2c1N(C)C(=O)C1CC1 | -12 | · | -2 | · | -7 | -1 | 3
C[C@@H]1CCCCO[C@H](CN(C)S(C)(=O)=O)[C@@H](C)CN([C@H](C)CO)C(=O)c2cc(NC(=O)Nc3ccccc3)ccc2O1 | 0[16.7 µM] | 2 | 0 | -8 | · | -5 | 4
CCN(C[C@@H]1[C@@H](c2ccc(-c3ccccc3)cc2)[C@H](CO)N1C(C)=O)C(C)=O | -6[16.7 µM] | 3 | -4 | 13 | 16 | -3 | 1
Cc1cc(N2CCN(C)CC2)nc2ccc(NC(=O)c3ccc4c(c3)OCO4)cc12 | -21 | · | · | 15 | · | 16 | 0
O=S(=O)(/C=C/c1ccccc1)N1CCNCC1 | 8 | -3 | -2 | 2 | 0 | -1 | 1
Cc1ccc(NC(=O)COC(=O)c2cc(-c3cccs3)nn2-c2ccccc2)cc1[N+](=O)[O-] | -3 | · | · | 8 | 5 | -7 | -1
CC1CCN(CC(=O)N2CCN(c3ccccc3)CC2)CC1 | · | -2 | -1 | 1 | 4 | -2 | -3
